PPARg SRC-3 ag = agonists of human PPARgamma SRC-3 coactivator recruitment; 0.26% of 200,000 active; AID 731; biochemical PPARgamma/SRC-3 coactivator recruitment assay; activation, % at 8 µM; in the data active = activation above about 23%;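 also: 0% = DMSO and 100% = reference agonist; some compounds past the cut are filed as inactive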
STAT3 blocker = reduces IL-6 driven STAT3 reporter signal; 0.89% of 190,000 active; inhibition, % at 5.5 µM; U3A cells, IL-6 STAT3-luciferase reporter, luminescence; host cell line lacks STAT1;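 active = inhibition above the mean inhibition across all screened compounds plus 3 SD, cut at about 44% in these data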;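 also: 0% = DMSO only wells and 100% = 100 µM nifuroxazide control wells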
SRC2 TRFRET art = TR-FRET artefact, counter-screen to PPARgamma/SRC-2 agonist assay; stronger effect = higher value; TR-FRET ratio at 8 µM; 0.4% of 200,000 active; AID 1049; in the data active = TR-FRET ratio above about 2000; also: inactives centre near 1500
ROMK mod = human ROMK K+ channel modulation, primary screen. Tet-inducible ROMK, thallium flux fluorescence; actives lie on both sides. B-score at 10 µM. 2% of 130,000 active. AID 1918;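 active = signal ratio slope over the read window, or its plate-corrected B-score, at least 3 SD from the plate mean, either direction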;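 also: B-score of the F/F0 ratio slope over 7 to 12 s after thallium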
Target sequence (P48048 whole entry, looked up): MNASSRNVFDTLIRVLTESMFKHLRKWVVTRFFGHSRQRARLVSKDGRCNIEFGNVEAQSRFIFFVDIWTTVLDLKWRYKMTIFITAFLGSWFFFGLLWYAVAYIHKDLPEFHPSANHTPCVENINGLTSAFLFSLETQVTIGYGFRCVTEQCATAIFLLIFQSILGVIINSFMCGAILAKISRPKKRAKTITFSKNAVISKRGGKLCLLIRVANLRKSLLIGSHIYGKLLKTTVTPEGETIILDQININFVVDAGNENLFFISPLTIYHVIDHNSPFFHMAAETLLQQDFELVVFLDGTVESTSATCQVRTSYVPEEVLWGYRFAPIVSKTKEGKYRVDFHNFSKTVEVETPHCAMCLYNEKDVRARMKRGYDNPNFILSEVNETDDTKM
bIAP act = increases bovine intestinal alkaline phosphatase activity; activation factor at 20 µM; 0.17% of 200,000 active; purified bovine IAP, CDP-star luminescence, 30 min; stronger effect = higher value; fold of DMSO-control signal, blank-subtracted; AID 1016;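 active = activation factor of 2 or more at 20 µM, a signal rise over negative controls twice the positive control's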
STAT1 inh = inhibitors of IFN-gamma induced STAT1 signaling. NIH 3T3 STAT1-luciferase reporter, luminescence. inhibition, % at 5.5 µM. 0.35% of 200,000 active;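 active = inhibition above a set limit, the mean inhibition across all tested compounds plus 3 SD, cut at about 34% in these data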;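 also: 0% = IFN-gamma with DMSO and 100% = IFN-gamma with 300 µM nifuroxazide; values of inactives mirror those of a sister screen read the other way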
TNAP act hiacc = increases human TNAP activity under high phosphate acceptor concentration; purified TNAP, CDP-star luminescence, 1 M DEA, 30 min; stronger effect = higher value; 0 = EDTA background, 1 = DMSO-only activity; activation factor at 20 µM; 200,000 tested, under 10 active;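 active = activation factor at least 2 at 20 µM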
Target sequence (P05186 whole entry, looked up): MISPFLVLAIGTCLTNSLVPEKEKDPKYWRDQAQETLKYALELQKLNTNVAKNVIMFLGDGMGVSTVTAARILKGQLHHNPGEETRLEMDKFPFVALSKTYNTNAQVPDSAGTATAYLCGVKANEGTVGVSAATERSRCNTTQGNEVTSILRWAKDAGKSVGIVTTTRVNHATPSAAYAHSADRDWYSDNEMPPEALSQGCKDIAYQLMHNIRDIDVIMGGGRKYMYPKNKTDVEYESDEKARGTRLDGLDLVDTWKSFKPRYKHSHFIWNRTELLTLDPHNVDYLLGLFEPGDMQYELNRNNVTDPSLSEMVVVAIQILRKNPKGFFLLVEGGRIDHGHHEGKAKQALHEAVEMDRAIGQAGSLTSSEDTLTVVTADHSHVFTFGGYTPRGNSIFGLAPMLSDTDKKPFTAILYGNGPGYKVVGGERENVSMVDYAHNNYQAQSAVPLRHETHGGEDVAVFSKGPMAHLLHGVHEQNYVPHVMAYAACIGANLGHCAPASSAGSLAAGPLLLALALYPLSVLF
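Dosing: 20 µM single point. System: human TNAP. Amount: TNAP 1/800 final. Incubation: 30 min, room temperature. Read-out: TNAP activation factor scaled between EDTA and DMSO control wells. Signal: luminescence from CDP-star hydrolysis. Medium: 1 M DEA, pH 9.8, Mg2+, Zn2+. Control set: EDTA negative control, DMSO positive control.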
PPARg SRC-1 ag = promotes SRC-1 coactivator recruitment by human PPARgamma | activation, % at 8 µM | AID 631 | 0.41% of 200,000 active | P37231 | PPARgamma-SRC-1 coactivator recruitment biochemical assay; in the data active = activation above about 19%;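 also: 0% = DMSO and 100% = reference agonist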
PPARg SRC2 recr = PPARgamma-driven SRC-2 recruitment agonism. P37231. 0.34% of 200,000 active. activation, % at 8 µM. AID 1032. PPARgamma LBD-SRC-2 recruitment, biochemical; in the data active = activation above about 22%;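 also: 0% = vehicle and 100% = reference agonist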
bIAP inhibitor = intestinal alkaline phosphatase (bovine) inhibition; inhibition, % at 20 µM; 190,000 tested, under 10 active; purified bovine IAP, CDP-star luminescence, 30 min;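 active = over 50% inhibition of intestinal alkaline phosphatase at 20 µM in the single-dose screen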
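test system = bovine IAP enzyme | medium = DEA buffer 100 mM, pH 9.8, with MgCl2 1.0 mM, ZnCl2 0.02 mM | detection = luminescence | dosing = single compound dose of 20 µM, 2% DMSO final | incubation = 30 min reaction at room temperature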
STAT3 activator = increases IL-6 driven STAT3 reporter signal; U3A cells, IL-6 STAT3-luciferase reporter, luminescence; 100% = signal with IL-6 EC80 alone; activation (% of control), % at 5.6 µM; 0.91% of 190,000 active; AID 871;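 active = activation above the screen-wide mean of compound activation plus 3 SD, cut at about 130% in these data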;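 also: 0% = background luminescence of wells with medium and substrate only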
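Test system: human U3A cells carrying STAT3-luciferase construct; control set: IL-6-only wells as 100% reference; timing: compound pre-incubation 1 h before IL-6, then 6 h stimulation at 37 °C; also added: IL-6 stimulus at 33 ng/mL final; evaluation: % activation versus median of IL-6-stimulated wells; detection: reporter luminescence signal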
An asterisk follows results filed as active; / = no result given.

Compound | PPARg SRC-3 ag | STAT3 blocker | SRC2 TRFRET art | ROMK mod | bIAP act | STAT1 inh | TNAP act hiacc | PPARg SRC-1 ag | PPARg SRC2 recr | bIAP inhibitor | STAT3 activator
COc1ccc(C(=O)N2CCc3cc(OC)c(OC)cc3C2c2cccc([N+](=O)[O-])c2)cc1OC (centres undefined) | 14 | 3 | 1585 | 0.19 | 1 | -2 | 1 | 0 | 3 | -5 | 102
CC(NC(=O)c1ccccc1)c1ccc(Br)cc1 (centres undefined) | 6 | 18 | 1633 | 0.031 | 0.9 | 11 | 1 | 2 | 1 | 12 | 94
COc1ccc(C(=O)C2CCN(C(=S)NCCc3ccc(OC)c(OC)c3)CC2)cc1 | 8 | 13 | 1715 | 0.092 | 1.1 | 4 | 1 | 7 | 5 | -8 | 91
CCC(C)OC(=O)C1=C(C)O[C@]23OC(N)=C(C#N)[C@]12C(=O)c1ccccc13 (some centres undefined) | -7 | -9 | 1520 | / | 0.9 | 10 | 1 | 3 | 1 | 7 | 110
C=CCNC(=O)/C(C#N)=C/c1ccccc1Cl | -3 | 8 | 1448 | / | 1.1 | -4 | 1 | -7 | -1 | -7 | 97
COC(=O)[C@@H](NC(=O)NCc1cccc(OC)c1)C(C)C | 10 | 12 | 1481 | 0.11 | 1 | 2 | 1 | -1 | -5 | 4 | 94
CNC(=S)N/N=C1\CC(c2ccccc2)Oc2ccccc21 (centres undefined) | 5 | 12 | 1580 | -0.73 | 1.2 | 5 | 1 | -5 | -2 | -20 | 97
CCS(=O)(=O)NCc1ccc2c(c1)cc(C)n2C | -1 | 15 | 1564 | / | 0.8 | -9 | 1 | 4 | -2 | 21 | 94
Cn1c(C(=O)Nc2ccc3c(c2)OCCO3)cc2c(=O)n(C)c3ccccc3c21 | 5 | 26 | 1552 | / | 1 | 13 | 1.1 | 3 | -4 | -3 | 85
Cc1ccc(NC(=O)CN2CCCCCC2)c(Br)c1 | -4 | -1 | 1572 | / | 0.7 | -24 | 1 | 4 | 10 | 28 | 107
CSCCC(NC(=O)c1ccco1)C(=O)O (centres undefined) | 20 | 6 | 1458 | 1.4 | 0.9 | 2 | 1 | 3 | 5 | 9 | 98
CC(C)N(C(=O)COC(=O)CNC(=O)c1ccc(Br)cc1)c1ccccc1 | 2 | -5 | 1478 | / | 0.8 | -8 | 1 | -4 | -7 | 19 | 110
CCOC(=O)c1c(NC(=O)Cn2nnc(-c3ccc(Cl)cc3)n2)sc(C)c1C | 13 | 5 | 1579 | / | 0.9 | 6 | 1 | 5 | 1 | 9 | 99
CCCCNC(=O)N1CCN(C(=O)C2CCCO2)CC1 (centres undefined) | 4 | 10 | 1508 | 0.58 | 1.1 | -2 | 1.1 | 1 | -13 | -8 | 101
COc1ccc(CC(=O)Nc2nc(C)cs2)cc1OC | -9 | 28 | 1511 | / | 1 | 15 | 1 | 4 | -3 | 4 | 83
Cc1nc(SC2CC(=O)N(c3cc(Cl)cc(Cl)c3)C2=O)nc2c1CCCC2 (centres undefined) | 0 | 7 | 1375 | / | 0.8 | 1 | 1 | -4 | 8 | 18 | 96
CCCCc1nccn1CCn1ccnc1CCCC | -12 | 2 | 1586 | / | 0.9 | -1 | 1 | -3 | 8 | 7 | 103
Cc1cc(C)c(NC(=O)C2=CCN(S(=O)(=O)c3ccc(F)cc3)CC2)c(C)c1 | 2 | -1 | 1454 | 2.2 | 0.9 | -6 | 1.1 | -2 | 8 | 12 | 101
CCc1ccc(C(O)(c2ccccc2OC)C(CN2CCOCC2)c2ccccc2)cc1 (centres undefined) | 1 | -5 | 1461 | -0.14 | 1 | 5 | 1 | -3 | -1 | -1 | 116
COc1ccc(C(=O)Nc2ccc(S(=O)(=O)Nc3ncccn3)cc2)cc1OC | 3 | 9 | 1773 | -0.078 | 1 | 4 | 1 | 13 | -1 | 2 | 100
CCOc1ccc(/C=N/NC(=O)C(=O)NCc2ccco2)cc1 | 1 | -4 | 1552 | / | 0.9 | 2 | 1 | 2 | 0 | 7 | 109
CCN(CC)S(=O)(=O)c1ccc(OC)c(NC(=O)c2ccc([N+](=O)[O-])cc2)c1 | -2 | 4 | 1547 | 0.21 | 1 | -5 | 1 | 3 | 3 | -1 | 101
N#C/C(=C\c1cn(CCOc2ccccc2)c2ccccc12)C(=O)NCc1ccco1 | 0 | 18 | 1586 | / | 1 | 4 | 1 | 3 | 13 | 4 | 88
O=C(O)C1CCCCC1C(=O)NCCc1ccncc1 (centres undefined) | 7 | 6 | 1726 | 2.4* | 0.9 | 6 | 1 | 1 | -2 | 6 | 98
COC(=O)C(O)(CC(=O)Nc1cc(OC)c(OC)c(OC)c1)C(F)(F)F (centres undefined) | -8 | 4 | 1591 | 0.11 | 1.1 | -5 | 1 | 3 | 2 | -9 | 98
Cc1nc2sc(C(c3ccco3)N3CCOCC3)c(O)n2n1 (centres undefined) | -12 | 7 | 1507 | 1.6 | 0.9 | -6 | 1 | 1 | 13 | 7 | 97
O=[N+]([O-])c1nn(-c2ccccc2)[n+]([O-])c1N1CCN(c2ccccc2F)CC1 | 2 | 17 | 1642 | 0.24 | 0.9 | 0 | 1 | 0 | 4 | 10 | 94
Cc1cc(C)c(-n2nnnc2SC(C)C)c(C)c1 | -3 | -9 | 1516 | -0.74 | 1.5 | -6 | 1 | -4 | -3 | -47 | 108
CCc1nnc(NC(=O)c2ccc(-c3ccc(Cl)cc3)o2)s1 | -2 | 13 | 1590 | / | 0.6 | -5 | 1 | 15 | 10 | 37 | 91
CCN(CC)S(=O)(=O)c1cccc(-c2n[nH]c(=S)n2/N=C/c2ccc(Br)cc2)c1 | 6 | 5 | 1601 | 1 | 0.9 | -13 | 0.9 | 6 | 7 | 6 | 104
O=C(NC1CCCCCC1)c1cc(S(=O)(=O)N2CCCCC2)ccc1N1CCOCC1 | 5 | -6 | 1770 | -3.2* | 1.1 | -4 | 1 | 9 | 2 | -12 | 106
COc1ccc(N=C2SC(CC(=O)Nc3ccccc3)C(=O)N2CC2CCCO2)cc1 (centres undefined) | 6 | 4 | 1674 | -0.72 | 1 | 1 | 1.1 | 4 | -2 | 1 | 100
CC1CCOC2(O1)C(=O)Nc1ccccc12 (centres undefined) | 4 | 2 | 1571 | 0.085 | 0.9 | 10 | 1 | -2 | 9 | 7 | 103
CCn1c(=O)c(C(=O)CN2CCc3ccccc32)c(N)n(Cc2ccccc2)c1=O | -2 | -6 | 1415 | / | 1.1 | 11 | 1 | -2 | 0 | -6 | 101
Cc1cc(C(=O)NC2=NCCS2)cs1 | 5 | -2 | 1595 | / | 1 | -28 | 1 | 6 | 7 | -1 | 102
CCC(=O)Nc1cccc(-n2nnnc2SCC(=O)NCc2ccco2)c1 | -6 | -2 | 1306 | 0.96 | 0.9 | 2 | 1 | 0 | -11 | 8 | 106
COc1ccc(CN2CCn3ncc(C(=O)Nc4ccc(Cl)cc4Cl)c3C2=O)cc1 | -6 | 16 | 1548 | / | 1 | 6 | 1.1 | 1 | -1 | -1 | 90
Nc1cc(C(=O)O)c(Oc2ccc(Cl)cc2Cl)cc1C(=O)O | 4 | 7 | 1458 | 0.59 | 0.8 | 5 | 1 | -4 | -6 | 21 | 102
CCCCn1c(O)c(C(CC)=Nc2ccc3c(c2)CCC3)c(=O)[nH]c1=O | 7 | 2 | 1417 | 0.92 | 0.9 | 3 | 1.1 | -2 | -8 | 9 | 102
CCOC(=O)c1c(-c2ccc(C)o2)csc1NC(=O)CSc1nncs1 | 10 | 23 | 1623 | -2.4 | 0.9 | -9 | 1.1 | 7 | -5 | 6 | 88

Three compounds from above, showing only bIAP act, STAT1 inh and SRC2 TRFRET art:
canonical_smiles	bIAP act	STAT1 inh	SRC2 TRFRET art
Cn1c(C(=O)Nc2ccc3c(c2)OCCO3)cc2c(=O)n(C)c3ccccc3c21	1	13	1552
Cc1ccc(NC(=O)CN2CCCCCC2)c(Br)c1	0.7	-24	1572
CSCCC(NC(=O)c1ccco1)C(=O)O (centres undefined)	0.9	2	1458

Quoted from the listing:
Under TNAP act hiacc, CCC(=O)Nc1cccc(-n2nnnc2SCC(=O)NCc2ccco2)c1 is entered as 1
Under PPARg SRC-1 ag, COc1ccc(N=C2SC(CC(=O)Nc3ccccc3)C(=O)N2CC2CCCO2)cc1 (centres undefined) is entered as 4

Further results:
Compound | PPARg SRC-3 ag | STAT3 blocker | SRC2 TRFRET art | ROMK mod | bIAP act | STAT1 inh | TNAP act hiacc | PPARg SRC-1 ag | PPARg SRC2 recr | bIAP inhibitor | STAT3 activator
CCCCNC(=O)CN(c1cc(C(F)(F)F)ccc1Cl)S(C)(=O)=O | -1 | -4 | 1444 | / | 0.9 | 0 | 1.1 | -12 | -2 | 12 | 104
CCOc1ccc(N=Nc2c(=O)[nH]n3c(C)cc(C)nc23)cc1 | 1 | 10 | 1495 | / | 0.9 | 6 | 0.8 | -1 | 1 | 7 | 92
O=C(Nc1ncc(Cc2ccccc2Cl)s1)C1=NCCN1 | -2 | 11 | 1656 | / | 0.9 | 0 | 1 | 12 | 4 | 9 | 92
O=[N+]([O-])c1ccc(CN2C=NS(=O)(=O)c3ccccc32)cc1 | 5 | 8 | 1774 | -0.16 | 0.9 | 15 | 1 | 2 | 6 | 9 | 99
COc1cc(C(=O)OCC(=O)NC(=O)C2CCCCC2)ccc1OC(F)F | -1 | -2 | 1467 | 0.48 | 1.1 | -3 | 1 | 5 | -3 | -15 | 103
Cc1c(NC(=O)NC(C)N2C(=O)C3C4C=CC(C4)C3C2=O)c(=O)n(-c2ccccc2)n1C (centres undefined) | -5 | -3 | 1593 | 1.2 | 1 | 3 | 1 | 3 | 0 | -2 | 106
CCN(CC)S(=O)(=O)c1cc(NC(=O)C(C)N(C)CC(=O)Nc2c(C)cccc2C)ccc1C (centres undefined) | 6 | -1 | 1594 | / | 0.7 | 3 | 1 | 4 | 10 | 27 | 100
COc1ccc(NC(=O)c2ccco2)c([N+](=O)[O-])c1 | 5 | 5 | 1558 | / | 0.9 | -41 | 1 | 12 | 9 | 11 | 92
Cc1cc(C)n2nc(-c3cnn(C)c3C(F)(F)F)c(Cl)c2n1 | 10 | 11 | 1608 | / | 1 | -9 | 1 | 6 | 12 | 0 | 99
Cc1cc(NCc2ccco2)nc(N2CCC(C(=O)NC3CCCCC3)CC2)n1 | 4 | 7 | 1789 | -0.99 | 1 | 2 | 1 | 0 | 6 | -1 | 99
CC(C)(C)NC(=O)Cn1c(=O)oc2cc(S(=O)(=O)N3CCc4ccccc43)ccc21 | 8 | 2 | 1526 | / | 1 | 3 | 1 | -5 | -8 | -4 | 106
